High-throughput results: PubChem, Broad Institute
Cneo AK release: Cryptococcus neoformans cell lysis inducers, primary screen, AK release luminescence, single concentration; C. neoformans lysis, adenylate kinase release luminescence, 4 h; normalised: neutral wells 0, clomiphene wells 100; lysis activity, % at 15 µM; hit rate 0.2% among 360,000; AID 651654, 2012;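 active = mean lysis activity across replicates of at least 80%, whatever share of replicates individually reach that level; inactive = mean lysis activity below 80%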
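Material – log-phase Cryptococcus neoformans yeast cells · Input – 5 × 10^6 yeast cells/mL · Medium – fresh YPD growth medium · Doses – single compound concentration per well · Timing – static 4 h at 37 °C with compound, 1 h detection · Detection – adenylate kinase release luminescence · Read-out – signal increase indicating cell lysis · Control set – Clomiphene as positive lysis control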
miR122 inh: miR-122 Renilla sensor signal increase in Huh7, primary screen, miR-122 inhibitor project, cell-based, single point, plate reader | Huh7 miR-122 Renilla luciferase sensor, 48 h; neutral wells = 0, positive control = 100 | activation (reporter increase), % at 12.5 µM | hit rate 0.3% among 340,000;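 active = mean replicate activation score at least 90 and every replicate individually at or above 90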;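 also: higher luciferase means less miR-122 activity so hits act as miR-122 inhibitors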
LGR2 inh: inhibitors of bursicon-induced LGR2 CRE-luciferase signal, primary screen, cell-based, HEK293, CRE-luciferase reporter, bursicon stimulation. Drosophila bursicon receptor LGR2 (rickets). bursicon-stimulated, 4 h. inhibition, % at 9.99 µM. hit rate 0.35% among 380,000;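 active = drop in luminescence signal, shown as inhibition above about 50% in the replicate tests, limit read from the data, passing the limit was not always enough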;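 also: agonist challenge used bursicon conditioned medium at about half maximal strength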
FN deposition inh: inhibitors of fibronectin matrix deposition, primary screen, AH1F cells, Alexa488-fibronectin fluorescence, plate reader; inhibition, % at 12.6 µM; AID 743247, 2014; AH1F fibroblasts, overnight; hit rate 0.086% among 350,000;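 active = mean inhibition across replicates of 30% or more, regardless of how many single replicates reach that level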;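 also: positive control wells lacked labelled fibronectin entirely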
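Material: AH1F fibroblast monolayer depositing Alexa488-labelled fibronectin into matrix / Amount: 10000 AH1F cells per well / Signal: fluorescence 485/525 nm / Medium: DMEM, 2% serum / Compound: single dose, pinned / Incubation: 1 h cell adhesion before compound, then overnight fibronectin incubation / Reagent: Alexa488-FN, 24 nM final / Read-out: inhibition of fibronectin deposition signal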
EWS-Fli inh: EWS/Fli-driven NR0B1 reporter inhibitors, primary screen, A673 cells, NR0B1 luciferase, luminescence, MLPCN library; AID 651661, 2012; viability-normalised; hit rate 0.67% among 350,000; inhibition, % at 12.6 µM;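 active = mean inhibition of at least 50% after viability correction, with every replicate also passing that limit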;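 also: firefly luciferase signal divided by Alamar Blue viability fluorescence both relative to DMSO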
PAX8 reporter: inhibitors of PAX8-driven TPO luciferase reporter, primary screen, RMG-I cells, single concentration; SteadyGlo, 24 h; inhibition, % at 12.6 µM; hit rate 1.2% among 360,000; AID 652154, 2013;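 active = mean replicate inhibition at least 60% with every replicate also reaching 60%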;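 also: luciferase light reporting Pax8 driven TPO promoter activity; plate controls were median of neutral control wells for no effect and mitoxantrone controls for full effect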
Casp6 inh: human caspase-6 inhibitors, primary screen, biochemical, VEID-R110 fluorescence, single point, set 2. purified caspase-6, Z-VEID-R110 cleavage fluorescence. inhibition, % at 12.5 µM. hit rate 0.53% among 350,000. AID 686996, 2013;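 active = mean inhibition across replicates at least about 35%, with every replicate also reaching that limit, limit read from the data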;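 also: 0% = median of neutral control wells and 100% = no fluorescence left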
Target sequence (P55212 24-179 limits assumed): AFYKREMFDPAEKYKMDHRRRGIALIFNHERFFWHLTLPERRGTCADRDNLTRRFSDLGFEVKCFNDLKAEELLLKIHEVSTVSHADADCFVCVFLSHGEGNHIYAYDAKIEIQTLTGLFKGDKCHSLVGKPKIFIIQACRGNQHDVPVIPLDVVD
Target sequence (P55212 194-293 limits assumed): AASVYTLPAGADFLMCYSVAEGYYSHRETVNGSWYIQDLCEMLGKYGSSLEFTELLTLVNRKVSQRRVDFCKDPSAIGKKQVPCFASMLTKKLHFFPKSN
PGC1a acetyl inh: inhibitors of PGC1a acetylation signal, primary screen, cell-based, U2OS, AlphaScreen, inhibitor mode. AlphaScreen anti-acetyl-lysine; with virally co-expressed GCN5 acetyltransferase. AID 651687, 2012. hit rate 0.17% among 350,000. inhibition, % at 15.6 µM;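 active = every replicate shows inhibition of at least 40%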;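 also: 0% = neutral control wells and 100% = positive control wells; some results beyond the cut were filed as inactive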
Numbers without * were called inactive; / = not tested or not shown; [ ] = dose if it differs, or a comment.

The first 3 entries, ahead of the listing:
SMILES	Cneo AK release	miR122 inh	LGR2 inh	FN deposition inh	EWS-Fli inh	PAX8 reporter	Casp6 inh	PGC1a acetyl inh
O=C(NCCO)c1cc2c([nH]c3ccccc32)c(-c2ccccc2)n1	-2	-2	-24	/	0	28	1	-5
S=C(c1ccc2c(c1)OCO2)N1CCN(c2cccc(Cl)c2)CC1	1	/	13	1	60*	42	1	4
COc1ccc(C2=Nn3c(nnc3-c3ccccc3F)SC2)cc1OC1CCOC1 (configuration not stated)	1	44	-7	4	60*	-13	-2	/

The list itself (from the top)
SMILES	Cneo AK release	miR122 inh	LGR2 inh	FN deposition inh	EWS-Fli inh	PAX8 reporter	Casp6 inh	PGC1a acetyl inh
O=C(NCCO)c1cc2c([nH]c3ccccc32)c(-c2ccccc2)n1	-2	-2	-24	/	0	28	1	-5
S=C(c1ccc2c(c1)OCO2)N1CCN(c2cccc(Cl)c2)CC1	1	/	13	1	60*	42	1	4
COc1ccc(C2=Nn3c(nnc3-c3ccccc3F)SC2)cc1OC1CCOC1 (configuration not stated)	1	44	-7	4	60*	-13	-2	/
COc1ccccc1NC(=O)C(=O)NCc1ccccc1Cl	-1	1	-10	3	12	-39	-1	-14
Cc1cc(NC(=O)CSc2nnc(CNC(=O)c3ccc(F)cc3)o2)no1	-1	6	2	-6	2	/	5	-3
Cc1ccccc1CSc1nc2ccccc2c(=O)[nH]1	-8	-3	-10	3	/	-15	/	-1
CC(C)(C)OC(=O)NCc1ccc(CNC(=O)c2[nH]cnc2C(=O)NCC(=O)OCc2ccccc2)cc1	1	-5	82*	-1	6	-17	-5	-5
Cc1csc(NC(=O)CSc2nnc(NC(=O)COc3ccc(Cl)cc3)s2)n1	0	-5	-11	3	-6	-16	10	-2
Cc1ccc(C(=O)C2CCN(C(=S)NCC3CCCO3)CC2)cc1 (configuration not stated)	-1	17	-1	-6	0	6	3	-9
Cc1cc(=O)[nH]c2c1c(C)nn2C1CCCCC1	1	-5	5	/	6	/	-1	0
COc1ccc(Nc2nc(NCc3ccco3)nc(N)c2[N+](=O)[O-])cc1	-3	-9	-3	4	16	-15	-1	10
COc1cccc(NC(=O)N(C)C[C@H]2Oc3cc(C#CC4(O)CCCC4)ccc3S(=O)(=O)N([C@@H](C)CO)C[C@H]2C)c1	-6	-7[16.7 µM]	-12	2	-5	-4	-1	2
CC1CN(C(=O)COC(=O)/C=C/c2ccccc2)CC(C)O1 (configuration not stated)	2	-6	-4	6	6	2	-2	/
CC1(C)CC(=O)C=C(c2ccc(I)cc2)C1	2	-1	-33	-4	-44	-22	0	-5
CN1CCN(CCOc2ccc(-c3ccccc3)cc2)CC1	1	2	-9	-1	-78	-78	4	/
O=C(c1ccco1)N1CCN=C1SCc1ccccc1F	3	79	0	-1	10	-28	5	-4
Cc1noc(C)c1CN1C(=O)NC2(CCc3ccccc3C2)C1=O (configuration not stated)	-2	4	/	-4	/	-3	/	0
Oc1ccc(CN2CCC(Cc3ccccc3)CC2)c2cccnc12	/	/	20	/	43	76*	-6	/
CCOC(=O)c1c(-c2ccccc2)nc2ccc(Cl)cn12	2	-1	/	2	/	/	/	-3
CCN1C(=NCC2CC2)N[C@@H](c2ccccc2)C(C(=O)OC)=C1C	0	-2	4	14	-2	14	-3	1
Cc1ccc(S(=O)(=O)N(C)C[C@H]2Oc3c(NC(=O)Nc4ccc(F)cc4)cccc3C(=O)N([C@@H](C)CO)C[C@H]2C)cc1	0	1[16.7 µM]	-24	/	30	78*	0	3
O=C(Cn1c(=O)oc2ccccc21)N1CCCC1	1	/	-12	-5	-1	-2	-14	/
CC(C)c1cc(C(=O)O)on1	2	8	/	3	/	/	/	11
COC(=O)c1cccc(C(=O)Nc2ccc(F)cc2)n1	2	-3	6	12	/	/	/	5
Cc1ccc(S(=O)(=O)Nc2cccc(-n3cnnn3)c2)cc1	-9	12	7	-14	/	0	-2	1

Fetched by compound from the list above:
SMILES	Cneo AK release	miR122 inh	LGR2 inh	FN deposition inh	EWS-Fli inh	PAX8 reporter	Casp6 inh	PGC1a acetyl inh
CC1CN(C(=O)COC(=O)/C=C/c2ccccc2)CC(C)O1 (configuration not stated)	2	-6	-4	6	6	2	-2	/
COc1ccccc1NC(=O)C(=O)NCc1ccccc1Cl	-1	1	-10	3	12	-39	-1	-14

Individual results from the list:
CN1CCN(CCOc2ccc(-c3ccccc3)cc2)CC1 | EWS-Fli inh = -78
CCOC(=O)c1c(-c2ccccc2)nc2ccc(Cl)cn12 | miR122 inh = -1
CC(C)(C)OC(=O)NCc1ccc(CNC(=O)c2[nH]cnc2C(=O)NCC(=O)OCc2ccccc2)cc1 | Cneo AK release = 1
CC1(C)CC(=O)C=C(c2ccc(I)cc2)C1 | LGR2 inh = -33
O=C(NCCO)c1cc2c([nH]c3ccccc32)c(-c2ccccc2)n1 | PGC1a acetyl inh = -5
COc1ccc(C2=Nn3c(nnc3-c3ccccc3F)SC2)cc1OC1CCOC1 (configuration not stated) | miR122 inh = 44
COc1ccccc1NC(=O)C(=O)NCc1ccccc1Cl | PGC1a acetyl inh = -14

The listing continues:
SMILES	Cneo AK release	miR122 inh	LGR2 inh	FN deposition inh	EWS-Fli inh	PAX8 reporter	Casp6 inh	PGC1a acetyl inh
COc1cccc(CNc2ccc(C)c(Cl)c2)c1	/	/	-27	1	-40	-16	0	/
O=C1CC(c2cccc(Cl)c2)Cc2nc(N3CCN(c4ccccc4)CC3)ncc21 (configuration not stated)	-3	0	-2	/	/	/	/	2
O=c1[nH]nc(N/N=C/c2ccccc2OC(F)F)c(=O)[nH]1	-1	2	-6	-3	2	24	1	-6
C=CC[n+]1ccn(-c2nc3ccccc3nc2[N-]S(=O)(=O)c2cccs2)c1	/	/	-3	-3	2	-12	-2	/
O=C(Nc1cccc2c1C(=O)NC2=O)c1cccc(N2C(=O)CCC2=O)c1	/	/	-36	14	5	0	1	3
CCN(Cc1ccccc1)C(=O)c1cccc(S(=O)(=O)N2CCN(Cc3ccccc3)CC2)c1	0	/	2	-1	11	10	3	/
CCN(CC)S(=O)(=O)c1ccc(N2CCOCC2)c(NC(=O)c2cccc3c(=O)c(C)c(-c4ccccc4)oc23)c1	1	-8	6	-2	18	20	1	17
COc1ccc(C(c2c(O)cc(C)oc2=O)c2c(O)cc(C)oc2=O)cc1	13	50	5	7	/	/	/	8
O=C(OCc1cccc(C(F)(F)F)c1)c1cc(S(=O)(=O)N2CCOCC2)ccc1F	1	-7	-2	/	3	-15	-4	-6
COc1ccc(OCC(=O)N2CCC(n3nccc3NC(=O)C3CC3)CC2)cc1	1	7	-5	4	/	-5	-3	-1
CCOC(=O)CNC(=O)C(Cc1ccccc1)NC(=O)OCc1ccccc1 (configuration not stated)	/	/	-17	-8	3	-9	2	-10
O=[N+]([O-])c1ccc(C=NN2CCNC2=S)o1	1	3	-10	2	0	5	12	6
O=C(CCSc1ccccc1)Nc1nc2c(s1)COc1ccccc1-2	0	6	2	-4	-18	24	0	-6
CCN(CC)C(=S)SCC(=O)Nc1ccc(F)cc1	0	1	10	/	/	/	/	-2
Cc1c(C(=O)NCCCN2CCCC2=O)oc2c(Cl)cccc12	/	-6	16	5	-8	-12	2	2
O=C(NCC[C@H]1CC[C@H](NC(=O)c2cnccn2)[C@H](CO)O1)Nc1ccc(F)cc1	-5	/	-5	-1	-7	2	0	1
O=C(NC(=S)Nc1ccc(NC(=O)c2cccs2)cc1)c1ccc([N+](=O)[O-])cc1	7	-4	-7	4	-5	36	-5	5
C[C@@H]1CN([C@H](C)CO)C(=O)c2cccc(NC(=O)C3CCCCC3)c2O[C@H]1CN(C)Cc1ccccc1	-3	15[16.7 µM]	7	/	7	9	-1	/
O=C(COC(=O)c1ccc(-n2cnnn2)cc1)c1ccc(Br)cc1	0	-10	-13	2	-40	-49	2	/
COc1ccc(NC(=O)[C@H](C)NC(N)=O)cc1S(=O)(=O)Nc1cc(C)ccc1Br	7	46	13	1	8	-8	-2	-5
COc1ccc(S(=O)(=O)N(C)C[C@@H]2Oc3c(NC(=O)c4nc5ccccc5s4)cccc3C(=O)N([C@H](C)CO)C[C@@H]2C)cc1	2	-2[16.7 µM]	25	25	18	/	-4	3
COCCSc1nc(N)c2c3c(sc2n1)CN(C)CC3	/	/	-9	-16	-21	-15	-7	11
Cc1ccc2c(c1)N(CC(=O)NCc1cccs1)C(=O)C(C)O2 (configuration not stated)	1	5	/	2	/	-12	/	-3
CN(CC(=O)Nc1cccc(F)c1)C(=O)Cn1cnc2c1c(=O)n(C)c(=O)n2C	/	/	-2	7	4	1	2	/
CCN(CC)CC(=O)Nc1ccc2c(c1)Nc1ccccc1CC2	-2	10	-19	/	/	/	-2	-9

Additional entries follow:
SMILES	Cneo AK release	miR122 inh	LGR2 inh	FN deposition inh	EWS-Fli inh	PAX8 reporter	Casp6 inh	PGC1a acetyl inh
CCCC(=O)Oc1ccc(C2NC(=O)c3ccccc3O2)cc1 (configuration not stated)	2	-1	-4	3	3	-7	1	6
COc1cc(CC(=O)OCC(=O)N2CCN(C(=O)c3ccco3)CC2)cc(OC)c1OC	3	0	11	-2	-11	6	4	3
C#CCN(Cc1ccco1)C(=O)c1nnc2c3ccccc3n(S(=O)(=O)c3ccccc3)c2n1	/	/	-3	-5	-5	0	2	/
Cn1c(=O)c2c(-c3ccccc3)n(-c3ccccc3F)cc2n(C)c1=O	0	0	8	0	-6	-14	1	-4
COc1ccc(CCNC(=O)c2cc(COc3c(F)cccc3F)on2)c(OC)c1	-3	/	-16	-1	/	/	1	5
COC(=O)c1ccc(/C=C2\SC(=S)N(CCCC(=O)NCCCN3CCOCC3)C2=O)cc1	-1	/	21	-5	7	7	-7	/
O=C(O)c1ccc(N2CCOCC2)c(N2C(=O)C3C4C=CC(C4)C3C2=O)c1 (configuration not stated)	/	/	6	1	-8	5	6	-7
O=C(NC1CCCC1)c1cc2ccccc2o1	-1	/	-11	7	-79	-98	-1	/
CCC(CC)c1nnc(NC(=O)CCN2C(=O)c3ccccc3C2=O)s1	1	5	5	/	/	/	/	1

One compound at a time, from the list above. Values in the order: Cneo AK release | miR122 inh | LGR2 inh | FN deposition inh | EWS-Fli inh | PAX8 reporter | Casp6 inh | PGC1a acetyl inh
O=C(O)c1ccc(N2CCOCC2)c(N2C(=O)C3C4C=CC(C4)C3C2=O)c1 (configuration not stated) as listed: / | / | 6 | 1 | -8 | 5 | 6 | -7
Cc1c(C(=O)NCCCN2CCCC2=O)oc2c(Cl)cccc12 as listed: / | -6 | 16 | 5 | -8 | -12 | 2 | 2
